High-throughput results from PubChem BioAssay.
TDP1 cell CPT: qHTS for Inhibitors of human tyrosyl-DNA phosphodiesterase 1 (TDP1): qHTS in cells in presence of CPT. chicken DT40 Tdp1-/-;hTDP1 cells + 20 nM CPT, ATP luminescence, 48 h. Potency, µM (highest dose often 46.2 µM), inactives show at the top dose activity change, negative = growth inhibition, most hits filed as inhibitors. hit rate 12% among 420,000. AID 686979, 2013; also: nearly all actives have a fitted effect of over 55% in size
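Chicken DT40 Tdp1-/- cells complemented with human TDP1, 400 cells/well, exposed to compounds plus 20 nM camptothecin for at least 48 h at 37 C; viability read as ATP content by CellTiter-Glo luminescence.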
DT40 TDP1 no CPT: qHTS for Inhibitors of human tyrosyl-DNA phosphodiesterase 1 (TDP1): qHTS in cells in absence of CPT; DT40 Tdp1-/- hTDP1 cells, no CPT, ATP luminescence, 48 h; Potency, µM (highest dose often 46.2 µM), for inactives: top-dose activity change, negative = growth inhibition, most hits filed as inhibitors; hit rate 15% among 420,000; AID 686978, 2013; also: nearly all actives have a fitted effect of over 55% in size
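DT40 Tdp1-/-;hTDP1 cells, no CPT (DMSO vehicle only), 400 cells/well; compounds pin-transferred; ≥48 hr, 37 °C; CellTiter-Glo 30 min RT dark, luminescence read.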
GCN5L2 inh: qHTS Assay for Inhibitors of GCN5L2; hit rate 0.21% among 390,000; Potency, µM (highest dose often 58.9 µM), inactives show at the top dose activity change, negative = inhibition, most hits filed as inhibitors; GCN5L2 HAT assay, ThioGlo1 CoA-SH fluorescence
Target sequence (Q92830 whole entry, looked up): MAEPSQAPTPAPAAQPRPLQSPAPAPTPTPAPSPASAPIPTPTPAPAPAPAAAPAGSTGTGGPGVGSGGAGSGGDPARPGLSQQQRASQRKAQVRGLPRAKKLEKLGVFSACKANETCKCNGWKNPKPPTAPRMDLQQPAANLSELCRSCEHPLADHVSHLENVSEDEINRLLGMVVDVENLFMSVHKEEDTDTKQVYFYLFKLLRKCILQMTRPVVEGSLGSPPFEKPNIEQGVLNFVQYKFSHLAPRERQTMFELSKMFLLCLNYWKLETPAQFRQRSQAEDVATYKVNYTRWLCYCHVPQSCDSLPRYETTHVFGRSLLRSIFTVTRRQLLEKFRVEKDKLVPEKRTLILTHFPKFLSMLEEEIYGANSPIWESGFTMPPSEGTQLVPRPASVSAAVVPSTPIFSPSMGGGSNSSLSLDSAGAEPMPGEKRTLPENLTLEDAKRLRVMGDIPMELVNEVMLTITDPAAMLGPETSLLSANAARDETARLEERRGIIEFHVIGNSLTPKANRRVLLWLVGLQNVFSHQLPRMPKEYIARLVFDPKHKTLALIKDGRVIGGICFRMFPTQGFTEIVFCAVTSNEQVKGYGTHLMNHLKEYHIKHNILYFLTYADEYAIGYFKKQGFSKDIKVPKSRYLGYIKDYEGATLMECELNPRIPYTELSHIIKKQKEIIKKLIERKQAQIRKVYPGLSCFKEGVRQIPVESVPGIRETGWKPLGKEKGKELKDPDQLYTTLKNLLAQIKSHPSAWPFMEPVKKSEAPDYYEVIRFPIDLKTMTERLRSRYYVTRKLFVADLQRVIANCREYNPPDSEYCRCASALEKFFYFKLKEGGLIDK
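GCN5L2 (20nM final) in 50mM HEPES, 0.1mM EDTA pH 7.5, 0.01% Tween-20 was preincubated 15 min at room temperature with compound, then given ThioGlo1 (50uM), H3(1-25) peptide (75uM) and acetyl-CoA (70uM); CoA-thiol fluorescence (Ex340/Em540) was read at 0 and 20 min.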
* = called active by the depositor; ? = inconclusive; / = no result given; [ ] = remark or other dose. Calls follow the shape of the dose curve; as a rule, active = well fitted curve in the direction sought with a large enough effect; inconclusive = small, poorly fitted or top-dose-only effect, or another doubt; inactive = no such curve, though single readings can be large; an effect the other way counts as inactive or inconclusive. % is scaled to controls: 0 for no effect and ±100 for the full control effect; potency is read from the fitted curve at half-maximal effect. These rows are one share of the data; count on the stated rates, not on these rows.

SMILES | TDP1 cell CPT | DT40 TDP1 no CPT | GCN5L2 inh
O=C(NNC(=O)C1CCN(Cc2ccc(Cl)c(Cl)c2)CC1)c1cccs1 | -1.2% | 16.4µM* | 2.5%
O=C1CC(N2CCN(c3ccc(C(=O)c4ccc(F)cc4)cc3)CC2)C(=O)N1 (centres undefined) | ? | ? | -0.5%
O=C(C=Cc1ccc2c(c1)OCO2)C1CC1 | 1.0% | ? | /
CCC(C)Sc1nnc(CNS(=O)(=O)c2ccc(F)cc2)n1C (centres undefined) | -27.1% | 3.7% | -1.6%
COCCCNC(=O)c1ccc(-c2nc3ccccc3nc2-c2ccccc2)cc1 | ? | 23.1µM* | /
O=C(CCC(=O)c1ccccc1)Nc1ccccc1OC(F)F | -2.6% | 14.2% | 5.2%
CN1OC[C@@H]2CN(C(=O)c3cccc4ccccc34)[C@H](c3ccccc3Br)C[C@@H]21 | 5.4% | 4.7% | /
O=C(Nc1nncs1)c1ccccc1Br | 4.1% | -13.3% | -4.5%
CC(Cl)C(=O)NC(=O)NC12CC3CC(CC(C3)C1)C2 (centres undefined) | 16.4µM* | 20.6µM* | -2.9%
CCOC(=O)c1c(C)nc2cc(C)ccn12 | 0.6% | -13.3% | -1.3%
O=C(NC1CCCC1)c1ccc2c(c1)S(=O)(=O)c1ccccc1C2=O | -27.3% | ? | /
Cc1ccc2nc3sc(C(=O)N4CCOCC4)c(N)c3cc2c1 | -24.2% | ? | 1.5%
COc1ccc(CN2C(=O)C(C)=C(C)C2OC)cc1 (centres undefined) | -5.2% | ? | -10.7%
Brc1ccc(-c2n(-c3ccccn3)c3ccccc3[n+]2-c2ccccn2)cc1 | 18.4µM* | 13µM* | -4.3%
COc1ccc(/C=C/c2nc(-c3ccccc3O)n[nH]2)cc1 | -2.3% | -11.3% | -13.4%
COc1cccc(-c2cccc(NC(=O)C3CCN(Cc4cnn(C)c4)CC3)c2)c1 | -1.4% | 0.6% | -3.3%
CCc1cccc(C)c1NC(=O)Cn1cc2c(n1)CCCC2 | ? | ? | -8.7%
Cc1ccc(C)c(N(C)C(=O)COc2cc(=O)n(C)c3ccccc23)c1 | ? | ? | -2.6%
Cc1nc(Cc2ccccc2)sc1CC#N | -1.2% | -8.0% | /
COc1cccc(NC(=O)CN(C)C(=O)CCN2C(=O)C3CC=CCC3C2=O)c1 (centres undefined) | 24.5% | 14.4% | -1.7%
Cc1nn(Cc2ccccc2)c(C)c1NC(=O)CSc1nc(-c2ccccc2)nc2c1cnn2-c1ccccc1 | ? | ? | 0.1%
O=C(CN(Cc1ccccc1C(F)(F)F)C(=O)CNC(=O)c1ccco1)NC1CCCC1 | 0.3% | -19.9% | -5.2%
COc1ccc(COC(=O)C2=C(C)NC(=O)NC2c2ccccc2OC(C)C)cc1 (centres undefined) | -28.7% | 18.4µM* | -9.5%
CCN1C(=O)[C@H]2[C@H]3CN=C(SCc4ccc(C#N)cc4)N3[C@@](CC)(C(=O)OC)[C@H]2C1=O | 6.1% | -11.3% | 2.7%
CC(C)(C)OC(=O)N1CCC(NC(=O)c2[nH]cnc2C(=O)Nc2ccccc2F)CC1 | ? | ? | /

Laid out differently: entries from further up.
Results follow in this order: TDP1 cell CPT, DT40 TDP1 no CPT, GCN5L2 inh
> O=C(NC1CCCC1)c1ccc2c(c1)S(=O)(=O)c1ccccc1C2=O
→ -27.3%, ?, /
> Cc1ccc2nc3sc(C(=O)N4CCOCC4)c(N)c3cc2c1
→ -24.2%, ?, 1.5%
> COc1ccc(CN2C(=O)C(C)=C(C)C2OC)cc1 (centres undefined)
→ -5.2%, ?, -10.7%
> Brc1ccc(-c2n(-c3ccccn3)c3ccccc3[n+]2-c2ccccn2)cc1
→ 18.4µM*, 13µM*, -4.3%
> COc1ccc(/C=C/c2nc(-c3ccccc3O)n[nH]2)cc1
→ -2.3%, -11.3%, -13.4%
> COc1cccc(-c2cccc(NC(=O)C3CCN(Cc4cnn(C)c4)CC3)c2)c1
→ -1.4%, 0.6%, -3.3%
> CCc1cccc(C)c1NC(=O)Cn1cc2c(n1)CCCC2
→ ?, ?, -8.7%
> Cc1ccc(C)c(N(C)C(=O)COc2cc(=O)n(C)c3ccccc23)c1
→ ?, ?, -2.6%
> Cc1nc(Cc2ccccc2)sc1CC#N
→ -1.2%, -8.0%, /
> COc1cccc(NC(=O)CN(C)C(=O)CCN2C(=O)C3CC=CCC3C2=O)c1 (centres undefined)
→ 24.5%, 14.4%, -1.7%
> Cc1nn(Cc2ccccc2)c(C)c1NC(=O)CSc1nc(-c2ccccc2)nc2c1cnn2-c1ccccc1
→ ?, ?, 0.1%
> O=C(CN(Cc1ccccc1C(F)(F)F)C(=O)CNC(=O)c1ccco1)NC1CCCC1
→ 0.3%, -19.9%, -5.2%
> COc1ccc(COC(=O)C2=C(C)NC(=O)NC2c2ccccc2OC(C)C)cc1 (centres undefined)
→ -28.7%, 18.4µM*, -9.5%
> CCN1C(=O)[C@H]2[C@H]3CN=C(SCc4ccc(C#N)cc4)N3[C@@](CC)(C(=O)OC)[C@H]2C1=O
→ 6.1%, -11.3%, 2.7%
> CC(C)(C)OC(=O)N1CCC(NC(=O)c2[nH]cnc2C(=O)Nc2ccccc2F)CC1
→ ?, ?, /

Some of these compounds in order of count of non-hydrogen atoms, low to high:
SMILES | TDP1 cell CPT | DT40 TDP1 no CPT | GCN5L2 inh
CC(Cl)C(=O)NC(=O)NC12CC3CC(CC(C3)C1)C2 (centres undefined) | 16.4µM* | 20.6µM* | -2.9%
CCC(C)Sc1nnc(CNS(=O)(=O)c2ccc(F)cc2)n1C (centres undefined) | -27.1% | 3.7% | -1.6%
COc1cccc(-c2cccc(NC(=O)C3CCN(Cc4cnn(C)c4)CC3)c2)c1 | -1.4% | 0.6% | -3.3%

Going on with the list:
SMILES | TDP1 cell CPT | DT40 TDP1 no CPT | GCN5L2 inh
CCc1nn(-c2cc(Oc3ccccc3)nc(-c3ccccc3)n2)c(N)c1C#N | ? | ? | -0.2%
CCCNC(=O)c1onc(CSc2ccc(F)c(F)c2)c1C(=O)NCCC | 14.6µM* | ? | /
COc1ccccc1N1CCN(c2nc3ccccc3nc2C(C#N)C(=O)OC(C)C)CC1 (centres undefined) | ? | 20.6µM* | -5.3%
Cc1c(CCO)c(=O)n(-c2ccccc2)n1S(=O)(=O)c1ccc([N+](=O)[O-])cc1 | 0.3% | -24.7% | 0.5%
COc1cc(C(=O)OCC(=O)Nc2ccc(C)cc2)cc(OC)c1OC | -0.9% | ? | -7.2%
CC(=O)N1c2ccc(S(=O)(=O)N3CCC(C(=O)NCc4ccc(F)cc4)CC3)cc2CC1C (centres undefined) | -26.5% | -11.9% | -4.7%
CCOc1ccc(CCNC(=O)C2CCCN(c3nnc(C)c4c(C)n(-c5ccccc5)nc34)C2)cc1 (centres undefined) | 20.6µM* | ? | -5.6%
Cc1ccc(NC2CCCN(C(=O)CCCN3CCCCC3=O)C2)cc1C (centres undefined) | -2.4% | -8.4% | -2.2%
COc1cc(C(=O)OCCc2c(C)nc3nc[nH]n3c2=O)cc(OC)c1OC | 10.3% | 1.0% | 4.1%
Cc1ccc(NC(=O)CCN2CCN(CCO)CC2)cc1 | 1.7% | -37.3% | /
C/C(=N\OCC(=O)OCC(=O)NC(=O)c1ccccc1)c1ccc2c(c1)OCO2 | 2.1% | -12.8% | 1.4%
CCN1CCCC1CN(Cc1cc2ccc(C)cc2[nH]c1=O)C(=S)Nc1ccc(OC)cc1OC (centres undefined) | ? | ? | 7.0%
Clc1ccc(Cn2cc(/C=N/n3cnnc3)c3ccccc32)c(Cl)c1 | ? | ? | 1.1%
CC(=O)NC(C)C12CC3CC(CC(C(=O)O)(C3)C1)C2 (centres undefined) | 9.6% | 4.4% | -2.0%
O=C(NCC(=O)N(c1ccccc1)C(C(=O)NCC1CCCO1)c1ccccc1)c1cccs1 (centres undefined) | -0.9% | -18.0% | -2.7%
Cc1c(NC(=O)CSc2nnc(-c3ccco3)n2-c2ccccc2)c(=O)n(-c2ccccc2)n1C | -4.6% | 9.0% | -2.5%
CCc1ccc(Cn2nnc(C(=O)Nc3ccc(OC)cc3OC)c2N)cc1 | 2.5% | -8.8% | -4.5%
Cc1csc(=O)n1CCC(=O)OCC(=O)NNC(=O)c1ccc(Br)cc1 | 3.5% | -14.1% | -4.9%
Cc1cccc(NC(=O)c2nc[nH]c2C(=O)N2CCN(C(=O)OC(C)(C)C)CC2)c1 | 20.6µM* | ? | ?
COc1ccc(CCNS(=O)(=O)c2ccc(N3CCCCS3(=O)=O)cc2)cc1OC | ? | 20.6µM* | -3.1%
Cc1nn(CC(=O)N2CCOCC2)c(C)c1[N+](=O)[O-] | 0.3% | -9.1% | 3.1%
CC(=O)c1ccc(Sc2ccc(C(C)=O)cc2)cc1 | -23.5% | ? | -3.9%
O=c1c2sccc2nc(SCc2cc(=O)n3cc(Cl)ccc3n2)n1Cc1ccccn1 | -15.7% | ? | -1.2%
O=C(C[n+]1ccccc1Br)c1ccc(Cl)cc1 | ? | 14.1µM* | /
Cc1ccc([C@H]2C[C@@H](O)[C@H](n3cc(-c4ccc(F)cc4)nn3)CN2C(=O)C2CCCCC2)cc1 | ? | 23.1µM* | /
Carrying on.
SMILES | TDP1 cell CPT | DT40 TDP1 no CPT | GCN5L2 inh
Cc1ccccc1C(=O)NCCc1sc(-c2ccc(Cl)cc2)nc1C | -23.0% | ? | -9.0%
Cc1cc(OCC(=O)OCC(=O)NCCN2C(=O)CSC2=O)ccc1Cl | 4.4% | 0.2% | -1.1%
CCc1[nH]nc2c1C(Cc1ccccc1)C(C#N)=C(N)O2 (centres undefined) | -20.4% | -29.3% | -2.1%
CC[n+]1c(C=C2C=C(C)OC(C)=C2)sc2ccccc21 | 0.0052µM* | 0.0326µM* | -6.1%
COc1ccc(CNC(=O)C2Cc3c(-c4ccccc4Oc4ccccc4)ccnc3O2)cc1OC (centres undefined) | 18.4µM* | 20.6µM* | /
Cc1ccc(S(=O)(=O)Nc2ccc(S(=O)(=O)N3CCOCC3)cc2)cc1[N+](=O)[O-] | 4.6% | 7.4% | -2.1%
CC(C)(C)OC(=O)N1CCC[C@H]1c1nnc(SCC(=O)Nc2cccc(Cl)c2)o1 | 2.1% | -8.6% | -7.3%
O=C(OCc1nnc(-c2ccccc2)o1)c1ccc2c(c1)C(=O)N(CCc1ccccc1)C2=O | -12.9% | -6.8% | -3.6%
Cc1csc(SCC(=O)Nc2nccs2)n1 | -4.0% | 0.6% | -2.6%
CC(NC(=O)c1ccccc1Br)c1nnc(SCC(=O)NC2=NCCS2)n1C (centres undefined) | 18.4% | -11.5% | -2.8%
Cc1cc2nc(CCN(Cc3cccnc3)C(=S)Nc3ccc(F)cc3)[nH]c2cc1C | ? | ? | -8.8%
Cc1nnc(SCC2=C(C(=O)O)N3C(=O)C(NC(=O)Cn4nc(C(F)F)c(Cl)c4C)C3SC2)s1 (centres undefined) | -0.9% | -19.0% | -7.3%
O=c1c([N+](=O)[O-])cn(Cc2ccccc2)c(=O)n1Cc1ccccc1 | ? | ? | /
Cc1cc(C)n(-c2ccc(C(=O)N3CCN(S(=O)(=O)c4ccc(Br)cc4Cl)CC3)cc2)n1 | 23.1µM* | 16.4µM* | /
COc1ccc(-c2cc(C)no2)cc1S(=O)(=O)Nc1c(C)cc(C)cc1C | ? | 20.6µM* | -20.3%
O=C1COc2ccc(C(=O)COC(=O)c3ccc(F)cc3Cl)cc2N1 | -20.6% | -11.3% | -8.2%
O=c1[nH]c2cc(Cl)ccc2n(CCNc2ncc(C(F)(F)F)cc2Cl)c1=O | 4.4% | 2.2% | 2.0%
COc1ccc(NC(=O)C(OC(=O)c2cnccn2)c2ccccc2)cc1Cl (centres undefined) | -24.4% | -6.1% | -24.7%
Cc1cc(C)n(C(=O)C2CCCN2S(=O)(=O)c2ccc(Cl)cc2)n1 (centres undefined) | -0.8% | -4.4% | 1.0%
CCCc1nn2c(=O)cc(COC(=O)c3ccc(NC(=O)c4cccs4)cc3)nc2s1 | ? | 20.6µM* | 5.5%
C=CCn1c(SC)nc2sc3c(c2c1=O)CCc1ccccc1-3 | ? | ? | -9.8%
O=S(=O)(c1ccc(F)cc1)N1CC2CCCN2c2ccc(C(F)(F)F)cc21 (centres undefined) | ? | ? | -9.2%
Cc1ccc(C(=O)NNC(=O)Cn2nnc3ccccc32)cc1 | 0.6% | 9.1% | 2.8%
CCCS(=O)(=O)N1CCC(C(=O)NCCCOC)CC1 | 3.6% | -22.9% | -4.6%
O=C(CN1C(=O)NC2(CCCCCCC2)C1=O)N1CCN(C(=O)c2ccco2)CC1 | -3.3% | -21.6% | -8.9%[0.501 µM]
